SIAE inh: blocks human sialic acid acetylesterase. inhibition, % at 9.66 µM. 370,000 tested, 0.69% active. SIAE FP-Rh probe binding, fluorescence polarization. Q9HAT2;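 active means inhibition above a cutoff: mean of compounds within the control limits plus 3 SD of those, cut at about 17% in these data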;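 further: 0% = plate median of compound wells and 100% = probe without SIAE protein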
TDP2 absorb: TDP2 (human) inhibition, absorbance primary screen; O95551; recombinant TDP2, T5PNP hydrolysis, p-nitrophenol absorbance 415 nm; inhibition, % at 12.8 µM; 370,000 tested, 0.34% active; AID 720702;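 active means inhibition above the mean of all tested compounds plus 3 SD, set per campaign, cut at about 25% in these data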;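 further: 0% = DMSO with enzyme and 100% = buffer with substrate but no TDP2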
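Read-out basis: percent inhibition. System: recombinant human TDP2. Buffer or medium: Mg2+-containing Tris-HCl buffer, pH 7.5. Repeats: single replicate. Timing: reaction 2 h, 37 °C. Benchmarks: high control without enzyme, low control DMSO plus TDP2. Probe or stimulus: 5 mM T5PNP. Doses: 12.8 µM only. Measured by: epi absorbance of p-nitrophenol freed from T5PNP by hydrolysis.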
Tn7 DDE FP: disrupts Tn7 cyclic peptide binding to fibrin D-Dimer-E complex. P02675. FP displacement of FITC-Tn7 peptide from fibrin DD(E); 0% = median of compound wells per plate. inhibition, % at 8.3 µM. 370,000 tested, 0.13% active. AID 720508;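 active means inhibition above the mean of compounds falling within the control limits plus 3 SD of them, cut at about 14% in these data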;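 further: 0% = plate median of compound wells and 100% = 10 µM Aha-Tn7 peptide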
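Assay system: Fibrin-DD(E) protein isolated from polymerized human fibrin clots; read-out basis: percent inhibition; medium: Tris/NaCl/CaCl2 buffer, pH 7.8; signal: FP measurement; incubation: 10 min plus 3 h, room temperature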
ARFGAP1 inhibitor: inhibits rat ARF GTPase activating protein 1; inhibition, % at 16.5 µM; 360,000 tested, 0.26% active; Arfgap1-stimulated ARF1 GTP hydrolysis, GDP FP detection; Q62848;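 active means inhibition above a per-plate limit, mean inhibition of low control wells plus 3 SD, cut at about 25% in these data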;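 further: 0% = DMSO wells with enzyme and 100% = wells lacking Arfgap1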
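Material: rat Arfgap1 catalytic domain, aa 1-136; also added: human ARF1(Δ1-17)-GTP substrate; compound dosing: one concentration, 16.5 µM, DMSO 1.26%; incubation: GTP hydrolysis reaction 2 h at 25 °C; measured by: Tracer-displacement fluorescence polarization with EDTA stop, 620/688 nm; evaluation: % inhibition from polarization; repeats: one replicate per compound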
PLCb3 inh: PLC-beta3 (human) inhibition, primary screen. Q01970. Purified PLC-beta3, fluorogenic substrate, fluorescence. inhibition, % at 12.2 µM. 370,000 tested, 0.18% active. AID 720704; in the data active means inhibition above about 11%;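 further: 0% = median of compound wells on plate and 100% = full blocker control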
Target sequence (Q01970 whole entry, looked up): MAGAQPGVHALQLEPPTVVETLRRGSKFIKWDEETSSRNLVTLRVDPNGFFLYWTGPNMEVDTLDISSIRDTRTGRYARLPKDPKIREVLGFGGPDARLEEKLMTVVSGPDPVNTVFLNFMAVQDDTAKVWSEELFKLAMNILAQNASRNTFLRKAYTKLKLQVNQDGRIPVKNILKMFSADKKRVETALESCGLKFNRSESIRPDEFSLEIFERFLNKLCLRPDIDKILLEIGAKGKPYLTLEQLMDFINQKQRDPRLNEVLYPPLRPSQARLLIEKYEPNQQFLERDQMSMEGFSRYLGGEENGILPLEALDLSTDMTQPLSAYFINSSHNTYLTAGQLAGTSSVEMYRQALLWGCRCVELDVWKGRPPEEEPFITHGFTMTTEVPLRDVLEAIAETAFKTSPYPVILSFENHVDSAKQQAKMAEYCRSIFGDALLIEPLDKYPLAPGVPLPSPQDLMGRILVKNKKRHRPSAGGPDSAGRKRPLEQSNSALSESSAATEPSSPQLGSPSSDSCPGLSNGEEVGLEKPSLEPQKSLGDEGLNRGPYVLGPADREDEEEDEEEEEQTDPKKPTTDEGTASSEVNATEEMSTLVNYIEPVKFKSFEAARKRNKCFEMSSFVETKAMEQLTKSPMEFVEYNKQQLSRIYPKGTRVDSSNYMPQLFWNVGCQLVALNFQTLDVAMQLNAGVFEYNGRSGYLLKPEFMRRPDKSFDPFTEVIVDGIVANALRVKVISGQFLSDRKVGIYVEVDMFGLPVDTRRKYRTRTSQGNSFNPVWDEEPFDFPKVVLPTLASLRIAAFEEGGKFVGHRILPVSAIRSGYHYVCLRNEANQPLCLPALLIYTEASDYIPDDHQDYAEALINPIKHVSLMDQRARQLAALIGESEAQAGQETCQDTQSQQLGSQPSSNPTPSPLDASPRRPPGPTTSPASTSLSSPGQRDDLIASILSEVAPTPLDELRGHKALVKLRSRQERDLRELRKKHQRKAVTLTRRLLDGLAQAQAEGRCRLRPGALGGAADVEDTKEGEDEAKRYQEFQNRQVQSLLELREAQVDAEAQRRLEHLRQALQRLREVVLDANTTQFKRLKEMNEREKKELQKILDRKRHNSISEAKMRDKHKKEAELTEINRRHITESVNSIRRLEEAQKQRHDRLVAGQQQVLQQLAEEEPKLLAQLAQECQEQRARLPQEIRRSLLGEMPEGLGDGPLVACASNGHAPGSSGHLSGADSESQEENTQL
ASAP1 inh: blocks human ASAP1-stimulated Arf1 GTP hydrolysis; GDP FP detection; inhibition, % at 16.5 µM; 360,000 tested, 0.19% active; AID 624377; in the data active means inhibition above about 25%;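 further: 0% = vehicle with enzyme and substrate and 100% = no enzyme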
ADAM17 inh: inhibits human ADAM17; 370,000 tested, 0.83% active; P78536; AID 720648; recombinant ADAM17, EDANS/DABCYL FRET peptide cleavage; inhibition, % at 6.95 µM;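 active means inhibition above the mean of compounds lying between control limits plus 3 SD, set per campaign, cut at about 8.5% in these data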;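 further: 0% = DMSO-only wells as the low control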
ADAM10 inh: inhibitors of human ADAM10. O14672. recombinant ADAM10, EDANS/DABCYL FRET peptide cleavage, 3 h. inhibition, % at 7 µM. 370,000 tested, 0.62% active. AID 720582;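 active means inhibition above a per-campaign cutoff equal to the mean of compounds falling between control-based bounds plus 3 SD, cut at about 20% in these data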;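 further: 0% = DMSO wells while the 100% control is not disclosed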
Tn6 DDE FP: inhibitors of Tn6 peptide binding to human fibrin DD(E); P02675; Fibrin DD(E) TRITC-Tn6 fluorescence polarization displacement; inhibition, % at 8.3 µM; 370,000 tested, 0.21% active;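 active means inhibition above a per-campaign cutoff: mean of compounds within control limits plus 3 SD, cut at about 15% in these data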;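 further: 0% = median of all compound wells on the plate and 100% = blocking peptide control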
PLCg1 inh: inhibitors of human phospholipase C gamma1; inhibition, % at 12.2 µM; purified PLC-gamma1, fluorogenic substrate, fluorescence; 370,000 tested, 0.84% active; in the data active means inhibition above about 9.5%
* = called active by the depositor; i = inactive.

SMILES	SIAE inh	TDP2 absorb	Tn7 DDE FP	ARFGAP1 inhibitor	PLCb3 inh	ASAP1 inh	ADAM17 inh	ADAM10 inh	Tn6 DDE FP	PLCg1 inh
O=C1c2cccc([N+](=O)[O-])c2C(=O)N1C1CCCCC1	1	-14	3	3	-13	-1	-4	-11	-2	-6
O=S(=O)(c1ccc(F)c(F)c1F)N1CCN(C(=S)Nc2ccccc2)CC1	3	14	-1	6	3	-2	-2	0	1	0
CCOc1ccc(NC(=O)Nc2ccc(Cc3ccncc3)cc2)cc1	0	-9	-2	2	-10	1	1	8	3	4
CCOC(=O)c1ccc(NC(=O)C2(c3ccccc3)CCOCC2)cc1	6	-1	4	-3	1	2	-1	-1	1	0
O=C(Oc1ccc[nH]c1=O)c1cccc(Cl)c1	2	-9	5	-2	-3	5	-4	0	1	1
Cc1ccc(S(=O)(=O)Nc2ccc(OCC(=O)N3CCOCC3)cc2)c(C)c1NS(C)(=O)=O	8	5	-6	-2	-6	-2	-2	-14	8	0
CCOc1ccc(C2c3[nH]c4ccccc4c3C[C@H]3C(=O)N(C4CC4)CC(=O)N23)cc1OC (stereo partly drawn)	-1	9	0	-2	-8	6	-3	-5	-4	-2
CCOc1ccc(NC(=O)CCN2CCN(S(=O)(=O)c3ccc(Cl)cc3)CC2)cc1	5	5	-5	10	-3	0	-1	5	7	1
O=C(NCC(=O)N(CCN1CCOCC1)C(C(=O)NC1CCCC1)c1ccccc1)c1cccs1 (stereo not drawn)	4	5	4	-3	5	0	-1	-7	0	1
COc1cc(NC(=S)N2CCN(CCO)CC2)cc(OC)c1	3	3	9	-1	-6	0	-4	1	6	-4
Cc1ccc(-n2c(C)cc(=O)cc2C)c(C)c1	3	3	2	5	1	-4	-1	-6	-2	0
CCOC(=O)N1CCN(C(=O)c2cn(CC)c3ccc(S(=O)(=O)N4CC(C)CC(C)C4)cc3c2=O)CC1 (stereo not drawn)	3	-7	1	0	-4	-9	1	-1	-1	2
Cc1cnc(NC(=O)C2CCCO2)s1 (stereo not drawn)	1	-3	2	-7	1	-6	0	-4	1	-2
CCN(CC)Cc1c(O)ccc2c(=O)c(Oc3ccccc3OC)coc12	1	-3	-4	-12	i	5	-204	i	3	i
CCOc1ccc(-c2nc3n(c(=O)c2C#N)CCCS3)cc1	-8	-1	3	12	-149	-5	-36	-94	1	-116
O=C(O)CN1C(=O)/C(=C\c2cccc(OCc3ccc(Cl)cc3Cl)c2)SC1=S	-15	20	0	-28	-11	0	-2	5	-5	-4
Cc1cccc(/C=C/c2onc(C)c2S(=O)(=O)N2CCC(C(=O)N3CCCCCC3)CC2)c1	-4	-4	8	-2	-15	-9	2	6	2	-6
OC(c1ccc(F)c(F)c1)c1nc(-c2ccoc2)cs1 (stereo not drawn)	5	-10	2	-6	-2	-16	3	6	1	-1
NNc1nc2c(-c3ccc(F)cc3)nnn2c2ccccc12	2	-11	8	-8	-171	6	-8	-10	1	-120
c1ccc(Cn2c(Cn3c(-c4cnccn4)nc4ccccc43)nc3ccccc32)cc1	-5	-2	5	-3	-117	8	-18	-60	4	-81

A section taken from the entries so far:
SMILES	SIAE inh	TDP2 absorb	Tn7 DDE FP	ARFGAP1 inhibitor	PLCb3 inh	ASAP1 inh	ADAM17 inh	ADAM10 inh	Tn6 DDE FP	PLCg1 inh
O=C1c2cccc([N+](=O)[O-])c2C(=O)N1C1CCCCC1	1	-14	3	3	-13	-1	-4	-11	-2	-6
O=S(=O)(c1ccc(F)c(F)c1F)N1CCN(C(=S)Nc2ccccc2)CC1	3	14	-1	6	3	-2	-2	0	1	0

Later entries.
SMILES	SIAE inh	TDP2 absorb	Tn7 DDE FP	ARFGAP1 inhibitor	PLCb3 inh	ASAP1 inh	ADAM17 inh	ADAM10 inh	Tn6 DDE FP	PLCg1 inh
O=C(Nc1cccc(S(=O)(=O)C(F)(F)F)c1)[C@@H]1O[C@H](CO)[C@@H](O)[C@H]1O	5	5	5	-9	3	-6	-5	-6	0	1
Cc1c(Cl)c([N+](=O)[O-])nn1CC(=O)N1CCN(Cc2ccccc2)CC1	1	0	6	18	-2	-2	-6	-5	-2	1
CCC(=O)Nc1ccc2nc(SCC(=O)N3CCOCC3)sc2c1	4	-5	-3	1	0	1	0	-8	1	-1
COc1ccc(NC(=O)c2ccc3[nH]c(C)c(C)c3c2)cc1	7	12	-4	-3	-2	4	0	-4	-5	0
CC(C)OC(=O)CC(=O)CSc1nc(-c2ccc(F)cc2)cc(-c2ccccc2)c1C#N	-3	-4	7	20	-85	2	-6	-9	-7	-58
CCC(=O)Nc1ccc2oc(-c3ccccc3Br)nc2c1	11	-3	-1	2	-51	-1	-28	-52	-1	-43
COc1ccc(/C=C/C(=O)Nc2ccc3nc4n(c(=O)c3c2)CCCC4)cc1OC	-5	6	-1	-4	-8	16	2	-4	9	-9
OCC1(Cc2ccc(Cl)cc2)CCN(Cc2ccc(Oc3ncccn3)cc2)CC1	-5	-7	-4	2	6	8	1	1	7	3
CCCCN(C=O)c1c(CC)nc2c(OCC(=O)C(C)(C)C)cccn12	1	-3	0	3	-2	-6	-6	-4	1	-3
CNC(=S)NNC(=O)c1cccn(Cc2ccc(Cl)cc2Cl)c1=O	2	5	4	4	-15	2	-46	-243	12	-15
C[C@H]1CN([C@@H](C)CO)C(=O)c2cc(-c3cccnc3)cnc2O[C@H]1CN(C)Cc1ccc(Oc2ccccc2)cc1	3	2	-7	1	-36	11	-3	-13	-2	1
Cc1ccc(C(=O)/C=C/c2ccc(F)cc2)o1	-4	-4	3	3	0	13	3	-6	-1	1
Cc1c(Cc2ccccc2)sc(NC(=O)/C=C/c2cccc3ccccc23)c1C(N)=O	-6	2	0	-2	-20	4	-6	-11	-4	-16
COc1ccc(S(=O)(=O)N(CC(=O)NN=C2CCN(C)CC2)c2cc(Cl)ccc2OC)cc1OC	-6	1	-4	3	-1	4	2	9	-8	1
CC(=O)C[C@@H](O)CC(=O)[C@H]1OC(=O)CC/C=C\Cc2ccccc21	5	1	4	-16	-12	-15	-2	-5	1	-6
CC(C)n1c(SCC(=O)Nc2nc3ccccc3s2)nc2c1c(=O)n(C)c(=O)n2C	-1	0	-2	12	1	-2	-2	-1	5	2
CCn1c(C)nc2c(C)[n+](CC(=O)c3ccc(Br)cc3)ccc21	-1	1	0	0	-6	-2	-3	-4	6	-3
COc1cccc(CC2(CO)CCCN(Cc3cn(C)c4ccccc34)C2)c1 (stereo not drawn)	4	-7	-3	-8	1	5	0	6	1	1
O=C(Nc1ccccc1)Nc1ccccc1-n1ccnc1	-3	5	8	2	-1	-1	-4	1	9	-1
O=C(Nc1ccc(F)cc1)N(CCCN1CCOCC1)Cc1cc2cc3c(cc2[nH]c1=O)OCCO3	13	-6	-1	7	-20	0	-63	-187	0	-10
Fc1ccccc1C(c1nnnn1C1CCCC1)N1CCN(Cc2ccccc2)CC1 (stereo not drawn)	1	-8	-4	-7	6	10	1	8	12	6
O=C(O)Cc1ccc(Oc2ncc(C(F)(F)F)cc2Cl)cc1	4	1	-1	-6	0	3	-1	1	1	-2
CCCOc1ccc(C(=O)c2ccccc2C(=O)OC2CCOC2=O)cc1OCCC (stereo not drawn)	-3	-6	2	1	-10	-18	-4	-11	-8	-2
CCOc1ccccc1CNC(=O)CCc1cn(CC)c2ccccc12	3	-12	-6	13	-7	20	2	0	2	-6
O=C(Cc1ccc(F)cc1)N1CCC(CC2CC(c3ccc(Cl)cc3)=NO2)(C(=O)NCC2CCCCC2)CC1 (stereo not drawn)	-16	-2	7	2	-1	-2	0	7	3	0
C[C@H]1CCC(=O)N([C@H](CC#N)Cc2ccccc2)CC1	1	3	-9	-3	0	2	-4	-5	2	-1
CC(=O)NC1=NC(=O)C(C)S1 (stereo not drawn)	4	13	-1	5	3	11	-6	-8	-12	1
Cc1ccc(SC(C)C(=O)NCCC2=CCCCC2)cc1 (stereo not drawn)	6	6	-5	-3	0	6	-1	0	-1	0
O=C(NC1CCCc2c1cnn2-c1ccccc1F)c1ccccn1 (stereo not drawn)	2	18	12	-5	-9	-5	-3	-4	-8	-3
CC(C)CC[n+]1ccn(-c2nc3ccccc3nc2[N-]S(=O)(=O)c2ccc(Cl)cc2)c1	-7	7	-11	2	-59	-2	-28	-94	-2	-54
CC(Oc1ccccc1)C(=O)Nc1cccc(-c2nc3ccccc3[nH]2)c1 (stereo not drawn)	-86	-9	-2	0	-13	0	3	-1	-13	-14
O=C(NCCSc1ccccc1)c1ccccc1	5	8	-2	-6	2	-2	-1	5	-8	5
O=C(O)C/C(=C\c1cc2c(cc1Br)OCO2)c1nc2ccccc2s1	2	-5	0	-8	-23	3	-1	0	3	-10
CCOC(=O)N1CCN(S(=O)(=O)c2c(C)nn(C)c2C)CC1	-1	9	-1	-7	1	10	-5	1	3	-2
O=C(Nc1ccc2c(c1)OCO2)c1ccc(S(=O)(=O)N2CCCC2)cc1	10	0	-5	6	-3	-2	-1	-6	3	1
O=C(Cc1ccccc1)Nc1nnc(-c2ccco2)s1	3	-1	-3	-1	-5	7	-6	-9	2	-2
CCc1n[nH]c(=S)n1/N=C/c1ccc(N(C)c2ccccc2)cc1	-1	-10	5	1	-118	-10	-7	4	5	-95
CCCCn1c(N)c(N(CCC(C)C)C(=O)C2=NN(c3cc(C)ccc3C)C(=O)CC2)c(=O)[nH]c1=O	-13	-11	-2	3	-1	-12	1	4	2	0
Cc1c(Br)ccc(NC(=O)c2ccccc2[N+](=O)[O-])c1C	2	0	7	-11	4	-8	-4	-2	5	-2
O=C(CCC(C(=O)c1ccccc1)c1ccccc1)c1ccccc1 (stereo not drawn)	-3	-1	3	10	-5	6	-1	3	1	-2

Structural class: the entries above with a thiophene ring, fused or not (two)
SMILES	SIAE inh	TDP2 absorb	Tn7 DDE FP	ARFGAP1 inhibitor	PLCb3 inh	ASAP1 inh	ADAM17 inh	ADAM10 inh	Tn6 DDE FP	PLCg1 inh
O=C(NCC(=O)N(CCN1CCOCC1)C(C(=O)NC1CCCC1)c1ccccc1)c1cccs1 (stereo not drawn)	4	5	4	-3	5	0	-1	-7	0	1
Cc1c(Cc2ccccc2)sc(NC(=O)/C=C/c2cccc3ccccc23)c1C(N)=O	-6	2	0	-2	-20	4	-6	-11	-4	-16

Next entries follow:
SMILES	SIAE inh	TDP2 absorb	Tn7 DDE FP	ARFGAP1 inhibitor	PLCb3 inh	ASAP1 inh	ADAM17 inh	ADAM10 inh	Tn6 DDE FP	PLCg1 inh
COc1ccc(/C=N/NC(=O)/C(=C/c2ccccc2)CCO)cc1	10	-8	-2	-11	0	-6	1	2	1	2
CC(C)(C)NC(=O)CN(Cc1cccs1)C(=O)CNS(=O)(=O)c1ccc(F)cc1	7	4	2	0	2	-11	-4	-8	5	0
c1ccc(C2COC(c3cccs3)=N2)cc1 (stereo not drawn)	3	0	9	-12	0	-1	-1	4	2	-2
Cc1nc(SC2CC(=O)N(c3ccc([N+](=O)[O-])cc3)C2=O)nc2c1CCCC2 (stereo not drawn)	-3	-8	6	-8	-1	2	1	3	13	0
